Screens: PubChem, National Center for Advancing Translational Sciences (NCATS)
KAT2A inh: qHTS Assay for Inhibitors of GCN5L2; Histone acetyltransferase KAT2A (Homo sapiens), Q92830; GCN5L2 HAT assay, ThioGlo1 CoA-SH fluorescence; Potency, µM (series often up to 58.9 µM), for inactives: at the top dose activity change, negative = inhibition, most hits filed as inhibitors; 0.21% of 390,000 active
Target sequence (Q92830 whole entry, looked up): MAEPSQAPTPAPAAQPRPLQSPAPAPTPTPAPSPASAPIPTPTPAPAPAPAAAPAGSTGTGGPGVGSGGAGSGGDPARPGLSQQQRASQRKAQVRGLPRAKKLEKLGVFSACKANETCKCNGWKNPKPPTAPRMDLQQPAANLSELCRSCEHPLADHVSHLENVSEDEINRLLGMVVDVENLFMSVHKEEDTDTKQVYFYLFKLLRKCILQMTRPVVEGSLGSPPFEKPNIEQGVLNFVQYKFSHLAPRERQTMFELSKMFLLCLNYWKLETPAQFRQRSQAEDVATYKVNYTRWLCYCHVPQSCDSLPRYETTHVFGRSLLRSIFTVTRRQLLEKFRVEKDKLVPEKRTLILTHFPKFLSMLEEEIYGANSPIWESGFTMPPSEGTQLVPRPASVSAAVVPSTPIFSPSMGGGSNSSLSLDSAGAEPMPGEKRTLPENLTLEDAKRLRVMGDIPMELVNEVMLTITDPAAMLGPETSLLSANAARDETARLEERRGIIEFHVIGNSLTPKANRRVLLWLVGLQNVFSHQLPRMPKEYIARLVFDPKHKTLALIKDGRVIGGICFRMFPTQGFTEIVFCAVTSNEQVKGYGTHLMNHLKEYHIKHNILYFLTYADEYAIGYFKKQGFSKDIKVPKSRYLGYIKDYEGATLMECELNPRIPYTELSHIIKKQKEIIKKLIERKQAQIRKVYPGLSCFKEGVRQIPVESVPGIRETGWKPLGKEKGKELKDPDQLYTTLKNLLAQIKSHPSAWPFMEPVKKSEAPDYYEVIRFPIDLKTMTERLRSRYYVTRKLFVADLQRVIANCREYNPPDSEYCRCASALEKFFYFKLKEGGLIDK
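ThioGlo1-coupled HAT assay: 20nM GCN5L2, 70uM acetyl-CoA, 75uM H3(1-25) peptide, pH 7.5. Fluorescence read at 340/540nm at start and after 20 min at room temperature.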
FEN1 inh: qHTS Assay for the Inhibitors of Human Flap endonuclease 1 (FEN1); Recombinant FEN1 flap cleavage, fluorescence, 15 min; Potency, µM (highest dose often 114 µM), for the others: at the top dose activity change, negative = inhibition, most hits filed as inhibitors; 0.35% of 390,000 active; note: nearly all actives have a fitted effect of over 65% in size
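With each library titrated from low to high concentration, compounds met 10 nM FEN1 for 15 min at room temperature before 50 nM substrate was added; readings at 0 and 15 min fed four-parameter Hill curve fits.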
N370S GC mod: qHTS Assay for Inhibitors and Activators of N370S glucocerebrosidase as a Potential Chaperone Treatment of Gaucher Disease; Potency, µM (titrated, usually from 59.4 µM), inactives show top-dose activity change, negative = inhibition, hits mostly inhibitors; N370S GC spleen homogenate, 4MU-glucoside fluorescence; 0.092% of 330,000 active; Lysosomal acid glucosylceramidase (Homo sapiens), P04062;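 note: 0% = full enzyme activity and -100% = no enzyme basal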
The depositor's hits bear a star; ? = inconclusive; / = no result given; & = joins results of further samples; [ ] = another dose, or the depositor's remark. Calls come from the whole dose curve; as a rule, active = well fitted curve in the direction sought with a large enough effect; inconclusive = small, poorly fitted or top-dose-only effect, or another doubt; inactive = no such curve, though single readings can be large; an effect the other way counts as inactive or inconclusive. Unless noted, % is set by controls: 0 for no effect and ±100 for the full control effect; potency is the fitted concentration of half-maximal effect.

A first look:
#	compound	KAT2A inh	FEN1 inh	N370S GC mod
1	COc1cccc(NC(=O)CCN2C(=O)c3ccc([N+](=O)[O-])cc3C2=O)c1	-6.0%	10.1%	-6.2%
2	O=C(Cc1ncc(C(F)(F)F)cc1Cl)Nc1ccc(F)cc1	-5.5%	-2.4%	-0.8%

Results, previewed entries included:
#	compound	KAT2A inh	FEN1 inh	N370S GC mod
1	COc1cccc(NC(=O)CCN2C(=O)c3ccc([N+](=O)[O-])cc3C2=O)c1	-6.0%	10.1%	-6.2%
2	O=C(Cc1ncc(C(F)(F)F)cc1Cl)Nc1ccc(F)cc1	-5.5%	-2.4%	-0.8%
3	CN1N=C2c3ccccc3CCC2C1c1ccc(Cl)cc1 (stereo not drawn)	-6.6%	-2.6%	1.8%
4	COc1cc(NC(=O)c2cc3ccccc3o2)ccc1NC(=O)c1ccco1	-16.3%	-4.5%	-5.4%
5	C[C@H]1CN([C@@H](C)CO)C(=O)Cc2cc(NC(=O)CCC(F)(F)F)ccc2O[C@H]1CN(C)S(C)(=O)=O	-3.9%	1.4%	/
6	Fc1ccccc1N1CCN(c2nc(-c3cccs3)nc3ccccc23)CC1	-0.3%	-7.2%	-25.8%
7	COc1ccccc1CN1CC(C(=O)NCCc2ncccc2C)CCC1=O (stereo not drawn)	-10.7%	-8.5%	1.9%
8	Cc1ccc(N2CCN(S(=O)(=O)c3nnc(NC(=O)c4ccccc4)s3)CC2)cc1	-17.4%&-6.4%	-6.3%&27.9%	-3.8%
9	CCCCCNC(=O)C(=O)NCC(c1ccc2c(c1)OCO2)N1CCOCC1 (stereo not drawn)	-1.3%	-2.4%	/
10	OCCNCc1cccc2ccccc12	0.0%	-3.7%	4.0%

An excerpt from above in order of their number in N370S GC mod, descending.
item	molecule	N370S GC mod
7	COc1ccccc1CN1CC(C(=O)NCCc2ncccc2C)CCC1=O (stereo not drawn)	1.9%
1	COc1cccc(NC(=O)CCN2C(=O)c3ccc([N+](=O)[O-])cc3C2=O)c1	-6.2%
6	Fc1ccccc1N1CCN(c2nc(-c3cccs3)nc3ccccc23)CC1	-25.8%

Record cards, from the list above:
`COc1ccccc1CN1CC(C(=O)NCCc2ncccc2C)CCC1=O` (stereo not drawn) across the screens: KAT2A inh = -10.7%; FEN1 inh = -8.5%; N370S GC mod = 1.9%
`OCCNCc1cccc2ccccc12` across the screens: KAT2A inh = 0.0%; FEN1 inh = -3.7%; N370S GC mod = 4.0%
`COc1cccc(NC(=O)CCN2C(=O)c3ccc([N+](=O)[O-])cc3C2=O)c1` across the screens: KAT2A inh = -6.0%; FEN1 inh = 10.1%; N370S GC mod = -6.2%

Next part
#	compound	KAT2A inh	FEN1 inh	N370S GC mod
11	O=C(CN1CCN(C(c2ccccc2)c2ccccc2)CC1)N1CCOCC1	-5.1%	-2.2%	-7.5%
12	CC(C)(C)Nc1nc(Cl)nc(NCCN2CCOCC2)n1	-12.5%	16.5%	3.2%
13	O=C(Nc1ccccc1OC(F)F)c1ccc(F)cc1	-4.7%	8.4%	3.2%
14	O=C(COC(=O)CNC(=O)c1ccccc1)NC(=O)NC1CCCCC1	0.9%	-3.3%	/
15	O=c1cc(CN2CCCCC2)nc(C2CC2)[nH]1	-13.7%	5.0%	0.5%
16	CCOC(=O)c1ccc2ncc(C(=O)OCC)c(Nc3ccc(C)c(Br)c3)c2c1	-12.3%	1.0%	/
17	COc1ccccc1N1C(=O)CC(Sc2n[nH]c(-c3cccc(C)c3)n2)C1=O (stereo not drawn)	-12.9%	6.0%	4.0%
18	CCOC(=O)Cn1c(=O)c(-c2ccccc2N)nc2ccccc21	-7.9%	4.4%	-4.1%
19	CCOC(=O)c1c(NC(=O)Cn2nnc(-c3ccccc3Cl)n2)sc(C)c1C	-0.3%	-0.3%	8.2%
20	CCN(CC)CCC#CC(O)(c1ccccc1)C1CCCCC1 (stereo not drawn)	0.1%	-0.5%	-6.2%

Five entries drawn at random from the list so far, as already listed:
#	compound	KAT2A inh	FEN1 inh	N370S GC mod
13	O=C(Nc1ccccc1OC(F)F)c1ccc(F)cc1	-4.7%	8.4%	3.2%
14	O=C(COC(=O)CNC(=O)c1ccccc1)NC(=O)NC1CCCCC1	0.9%	-3.3%	/
11	O=C(CN1CCN(C(c2ccccc2)c2ccccc2)CC1)N1CCOCC1	-5.1%	-2.2%	-7.5%
16	CCOC(=O)c1ccc2ncc(C(=O)OCC)c(Nc3ccc(C)c(Br)c3)c2c1	-12.3%	1.0%	/
15	O=c1cc(CN2CCCCC2)nc(C2CC2)[nH]1	-13.7%	5.0%	0.5%

More entries follow:
#	compound	KAT2A inh	FEN1 inh	N370S GC mod
21	COc1cc(C2c3c(-c4cc(C)ccc4O)n[nH]c3C(=O)N2Cc2ccco2)cc(OC)c1OC (stereo not drawn)	-8.9%	-6.7%	/
22	CCCCOC(=O)c1sc2nc(C)cc(C)c2c1N	-19.2%	-10.1%	?
23	Cc1ccc(NCc2nnc(SCC(=O)Nc3ncc(C)s3)n2CC2CCCO2)c(C)c1 (stereo not drawn)	-5.7%	1.1%	6.6%[2.35 µM]
24	COc1ccccc1NC(=O)N1CCCC1C(=O)NC1CCCCC1 (stereo not drawn)	0.7%	-6.2%	3.3%
25	Cc1ccc2[nH]cc(CCNC(=O)c3ccc4c(c3)OCO4)c2c1	-7.5%	-11.2%	0.7%
26	NC(=O)C1CCN(C(=O)C2CC(=O)N(c3ccc4c(c3)OCCO4)C2)CC1 (stereo not drawn)	3.6%	4.3%	/
27	CCc1ccc(/C=C2/SC(=S)N(CCCC(=O)Nc3ccccc3C(=O)O)C2=O)cc1	0.3%	-16.6%	2.0%
28	CCc1cccc2c(/C=N/NC(=O)c3cccc(S(=O)(=O)Nc4ccccc4Cl)c3)c[nH]c12	-8.4%	-23.2%	-28.5%
29	COc1ccc(C(=O)NN2C(=S)N(c3ccc(OC)cc3)C(=O)C2CC(N)=O)cc1 (stereo not drawn)	0.0%	11.4%	2.2%
30	Cc1c(O)ccc2c(CC(=O)N[C@@H](Cc3c[nH]c4ccccc34)C(=O)O)cc(=O)oc12	-3.6%	-11.7%	?
31	COc1ccc(NC(=O)CN2CCC(n3c(C)nc4cc(F)ccc43)CC2)c(OC)c1	-6.4%	-10.8%	14.0%
32	O=C1CN(C(=O)c2c(F)cccc2Cl)C(c2ccc(F)cc2)c2cc(Br)ccc2N1 (stereo not drawn)	-1.3%	-23.6%	/
33	CCCCNC(=O)/C(C#N)=C/c1ccc(-c2ccc(S(=O)(=O)N3CCOCC3)cc2)o1	-13.9%	0.9%	14.8%
34	CN1CCO/C1=C(\C(Cl)=C(Cl)Cl)[N+](=O)[O-]	-6.8%	6.9%	8.3%
35	Clc1ccc(SCc2csc(N3CCOCC3)n2)cc1	-6.2%	6.6%	-2.0%
36	CC1(c2ccc(OC(F)F)cc2)NC(=O)N(CC(=O)Nc2ccc(F)cc2)C1=O (stereo not drawn)	-20.5%	-8.9%	-8.5%
37	COc1ccc(-c2ccc(/C=C3/C(=N)N4C=CSC4=NC3=O)o2)c([N+](=O)[O-])c1	-11.6%	-20.3%	-16.8%
38	CCOC(=O)C1CCCN(Cc2ccc(O)c(OC)c2)C1 (stereo not drawn)	-5.0%	-0.7%	0.2%
39	Cc1ccccc1-n1c(=S)[nH]c2nc3c(cc2c1=O)CCCC3	5.1%	-7.7%	27.7%
40	COc1cccc(N2CCN(C(=O)c3cc4cc5cc(C)ccc5nc4s3)CC2)c1	19.7%	2.3%	/
41	O=S1(=O)[C@H]2C[C@@H]3C=C[C@@]2(CN1Cc1cccc(F)c1)O3	-1.7%	-7.2%&1.3%	2.7%
42	CCC1Oc2ccc(C)cc2N(CC(=O)NCc2cc(OC)ccc2OC)C1=O (stereo not drawn)	-0.1%	2.8%	7.5%
43	CC(C)(C)NC(=S)Nc1ccc(Nc2ccccc2)cc1	-8.3%	-3.4%	16.3%
44	CC(=O)N1c2ccccc2CC1C(=O)NCc1cccc(Cl)c1 (stereo not drawn)	1.8%	0.6%	/
45	O=C(COC(=O)c1ccc(Cl)nc1)Nc1cccc(S(=O)(=O)N2CCCCC2)c1	-1.0%	5.8%	/
46	CN(C)CCCNC(=O)c1cc(S(=O)(=O)N2CCOCC2)ccc1F	0.4%	5.1%	12.0%
47	CCNC(=O)c1c(NC(=O)c2cc(-c3cc(C)ccc3O)n[nH]2)sc2c1CCCC2	0.9%	0.2%	4.3%
48	Cc1ccnc(NC(=O)C2CCN(S(=O)(=O)c3cccc4nonc34)CC2)c1	-2.2%	-4.5%	0.4%
49	Cc1ccccc1C(=O)Nc1nc2nc(C)c(C)c(=O)n2[nH]1	-4.1%	-10.5%	/
50	COCCCn1c(SCC(=O)N2CC(=O)Nc3ccccc32)nnc1-c1ccoc1C	0.5%	3.5%	4.5%
51	O=C(NC(NC(=O)c1ccccc1)c1cccc([N+](=O)[O-])c1)c1ccccc1	-0.4%	30.4%	-9.3%
52	Cc1cc(C(=O)COC(=O)Cc2ccc(Br)cc2)c(C)n1C	-11.4%	-13.2%	/
53	COc1ccc(/C=C/c2c(-c3ccc(OC)cc3)oc3cccnc23)cc1	-0.2%	11.4%	?
54	CC1CCN(C2=C(NS(=O)(=O)c3ccc(Cl)cc3)C(=O)c3ccccc3C2=O)CC1	-16.8%	13.6%	18.8%
55	O=C(CCCN1C(=O)/C(=C\c2ccco2)SC1=S)Nc1ccc2ccccc2c1	24.5%	-3.8%	-2.1%
56	Cc1c(Cl)cccc1NC(=O)CC1Oc2ccccc2NC1=O (stereo not drawn)	1.1%&2.8%	16.2%&1.6%	0.5%
57	COC(=O)c1ccc(CSc2nnc3ccccn23)o1	-2.8%	-4.1%	3.7%[2.35 µM]
58	O=C(c1cccc(F)c1)N1CCN(c2cccc(Cl)c2)CC1	2.8%	-0.7%	-2.6%
59	COc1cccc(CC(=O)OCC(=O)N(C)CC(=O)Nc2ccc(Cl)c(C(F)(F)F)c2)c1	-5.8%	-15.6%	-21.1%
60	CCN(CC)C(=O)Cn1nc(-c2ccccc2O)nc1SCC(=O)Nc1ccc(OC)cc1	-22.6%	3.7%	7.1%
61	CCN(Cc1ccccc1)C(=O)Cn1c(=O)n(-c2ccc(F)c(Cl)c2)c(=O)c2sc3ccccc3c21	-5.9%	10.4%	/
62	Cc1cc(C)cc(-n2ccn3cnnc3c2=O)c1	-6.3%	-3.2%	/
63	O=C(CCc1nc2ccccc2c(=O)[nH]1)N1CCN(c2ccc(F)cc2)CC1	-7.4%	-8.3%	2.9%
64	COc1ccccc1CNC(=O)c1cc(S(=O)(=O)N2CCCCC2)c[nH]1	-2.0%	14.8%	?
65	Cc1nc(C)c(C(=O)OCC(=O)NCCc2ccc(F)cc2)s1	-18.3%	0.6%	-1.7%
66	Cc1cc(C)cc(N=Cc2c(O)c3ccccc3oc2=O)c1	-2.3%	-6.1%	-11.2%
67	CCOc1ccc(C(C)=O)cc1CSc1nc2nc(C)cc(C)n2n1	29.5%	-1.8%	10.0%
68	C=CCN(C(=O)CNC(=O)c1cccs1)C(C(=O)NC1CCCCC1)c1cccnc1 (stereo not drawn)	2.0%	-12.0%	5.3%
69	CS(=O)(=O)N1CCC(C(=O)Nc2ccccc2F)CC1	-9.9%	-3.6%	-9.1%
70	Cc1ccc(CNC(=O)Nc2ccccc2)n1C	-4.5%	-3.2%	-5.8%

Further compounds
#	compound	KAT2A inh	FEN1 inh	N370S GC mod
71	CCC12C(=O)C(CC)(C(c3ccccc3)=C1c1ccccc1)[C@@H]1C(=O)N(c3ccc(C)cc3)C(=O)C12 (stereo partly drawn)	-28.6%	1.5%	5.9%
72	CC(C)OCCCNC(=O)CCC(=O)NNc1nc2ccccc2c2nc(-c3ccccc3)nn12	-4.9%	8.4%	-2.3%
73	Cc1cc(NC(=O)c2ccccc2)nc(C)n1	-0.7%	-0.6%	6.6%
74	COC(=O)c1c(NC(=O)C2C3CCC(C3)C2C(=O)O)sc2c1CCCCC2 (stereo not drawn)	-1.3%	1.5%	27.6%
75	N#CCC(=O)Nc1ccc(C(=O)NCc2cccc(Cl)c2)cc1	-25.1%	-14.5%	-0.7%
76	Cn1c(C(=O)NCCc2ccccc2)cc2c(=O)n3ccccc3nc21	0.4%	2.8%	/

Compounds as they come; 0.54% or so of the library scored in one or more.
